# Assay outcomes as filed in PubChem.
# S1P3 antagonist = S1P3 (human) receptor antagonism; 170,000 tested, 0.27% active; CHO S1P3 NFAT-BLA reporter, FRET fluorescence, antagonist mode; AID 485; inhibition, % at 4.98 µM; Q99500;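 active = inhibition above the plate cutoff, the mean inhibition of test wells on that plate plus 3 SD, cut at about 28% in these data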;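 also: cells challenged with S1P at its EC80 of 0.8 µM; blue over green emission ratio from cleaved BLA substrate after 4 h stimulation; 0% = S1P-stimulated wells and 100% = unstimulated DMSO-only wells; some compounds past the cut are filed as inactive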
# TR-FRET SRC-2 ct = TR-FRET artefact, counter-screen to PPARgamma/SRC-2 agonist assay | stronger effect = higher value | TR-FRET ratio at 8 µM | 200,000 tested, 0.4% active; in the data active = TR-FRET ratio above about 2000; also: inactives centre near 1500; reference of the scale not given here
# PPARg SRC-1 ag = promotes SRC-1 coactivator recruitment by human PPARgamma; 200,000 tested, 0.41% active; activation, % at 8 µM; PPARgamma-SRC-1 coactivator recruitment biochemical assay; P37231; AID 631; in the data active = activation above about 19%;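 also: 0% = DMSO and 100% = reference agonist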
# TLR4 MyD88 comp = inhibitors of human TLR4-MyD88 binding; O00206+Q99836; HeLa CL3-4 TLR4/MyD88 BLA complementation, FRET ratio; 200,000 tested, 0.18% active; inhibition, % at 8.4 µM; in the data active = inhibition above about 25%;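 also: 0% = vehicle and 100% = reference inhibitor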
# Target sequence (O00206 whole entry, looked up): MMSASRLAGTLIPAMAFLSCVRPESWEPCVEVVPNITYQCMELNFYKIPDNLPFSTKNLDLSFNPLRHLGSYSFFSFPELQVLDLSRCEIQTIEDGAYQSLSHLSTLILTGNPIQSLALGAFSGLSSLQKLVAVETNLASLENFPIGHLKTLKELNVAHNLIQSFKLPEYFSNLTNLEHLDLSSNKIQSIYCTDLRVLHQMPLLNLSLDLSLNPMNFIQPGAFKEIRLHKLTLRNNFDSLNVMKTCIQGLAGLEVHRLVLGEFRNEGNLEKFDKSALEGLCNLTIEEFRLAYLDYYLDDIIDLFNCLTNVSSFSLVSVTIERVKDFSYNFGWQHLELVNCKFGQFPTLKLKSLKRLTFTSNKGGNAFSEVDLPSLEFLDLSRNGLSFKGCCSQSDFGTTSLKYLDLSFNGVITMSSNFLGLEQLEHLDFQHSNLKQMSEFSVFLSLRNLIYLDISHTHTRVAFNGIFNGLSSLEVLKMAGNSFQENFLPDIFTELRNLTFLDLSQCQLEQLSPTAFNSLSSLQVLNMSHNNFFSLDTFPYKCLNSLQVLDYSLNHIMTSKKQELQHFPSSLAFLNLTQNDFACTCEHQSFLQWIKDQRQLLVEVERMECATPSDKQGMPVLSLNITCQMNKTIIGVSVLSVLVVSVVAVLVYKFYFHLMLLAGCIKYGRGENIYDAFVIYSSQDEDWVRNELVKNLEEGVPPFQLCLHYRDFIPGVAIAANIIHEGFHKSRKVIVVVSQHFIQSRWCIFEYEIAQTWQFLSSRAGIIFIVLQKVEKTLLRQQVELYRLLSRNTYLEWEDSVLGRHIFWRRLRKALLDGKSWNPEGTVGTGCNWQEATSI
# Target sequence (Q99836 whole entry, looked up): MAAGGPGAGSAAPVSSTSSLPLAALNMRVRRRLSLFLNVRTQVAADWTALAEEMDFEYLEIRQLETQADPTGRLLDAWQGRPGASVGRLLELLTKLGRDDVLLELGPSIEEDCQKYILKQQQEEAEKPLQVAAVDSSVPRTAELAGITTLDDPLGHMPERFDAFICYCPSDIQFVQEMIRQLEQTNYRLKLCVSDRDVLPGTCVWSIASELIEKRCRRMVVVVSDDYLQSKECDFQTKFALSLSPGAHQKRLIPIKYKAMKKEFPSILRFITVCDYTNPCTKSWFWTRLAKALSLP
# PPARg SRC2 recr = agonists of SRC-2 recruitment by human PPARgamma. PPARgamma LBD-SRC-2 recruitment, biochemical. activation, % at 8 µM. 200,000 tested, 0.34% active. AID 1032; in the data active = activation above about 22%;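 also: 0% = vehicle and 100% = reference agonist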
# PPARg SRC3 recr = promotes SRC-3 coactivator recruitment by human PPARgamma | biochemical PPARgamma/SRC-3 coactivator recruitment assay | activation, % at 8 µM | P37231 | 200,000 tested, 0.26% active; in the data active = activation above about 23%;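 also: 0% = DMSO and 100% = reference agonist; some compounds past the cut are filed as inactive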
# bIAP inhibitor = blocks bovine intestinal alkaline phosphatase activity. purified bovine IAP, CDP-star luminescence, 30 min. 190,000 tested, under 10 active. inhibition, % at 20 µM;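 active = over 50% inhibition of intestinal alkaline phosphatase at 20 µM in the single-dose screen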
#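 Assay system – bovine IAP enzyme · Quantity – bovine IAP at 1/65,000,000 final dilution · Detection – CDP-star luminescence signal · Times – 30 min reaction at room temperature · Also added – CDP-star substrate at 30 µM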
# L major viab = inhibitors of Leishmania major promastigote growth | Leishmania major promastigotes, resazurin fluorescence viability | inhibition, % at 10 µM | 200,000 tested, 9% active | AID 1063; in the data active = inhibition above about 50%;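 also: promastigotes grown with compound for 44 hours at 28 °C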
# ROMK primary = human ROMK K+ channel modulation, primary screen. P48048. Tet-inducible ROMK, thallium flux fluorescence; actives lie on both sides. B-score at 10 µM. 130,000 tested, 2% active. AID 1918;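 active = signal ratio slope over the read window, or its plate-corrected B-score, at least 3 SD from the plate mean, either direction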;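 also: B-score of the F/F0 ratio slope over 7 to 12 s after thallium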
# bIAP act = intestinal alkaline phosphatase (bovine) activation; purified bovine IAP, CDP-star luminescence, 30 min; stronger effect = higher value; fold of DMSO-control signal, blank-subtracted; activation factor at 20 µM; 200,000 tested, 0.17% active; AID 1016;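 active = activation factor of 2 or more at 20 µM, a signal rise over negative controls twice the positive control's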
# Redox H2O2 prof = compounds producing H2O2 with reducing agent – biochemical, NIH compound library profiling, artefact control for MLSCN library redox annotation, primary screen. DTT-dependent redox cycling H2O2, phenol red/HRP absorbance; 100% = 100 µM peroxide control, 0% = buffer. activation, % at 10 µM. 200,000 tested, 0.03% active;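 active = activation of at least 50% relative to the plate's high and low controls in the primary single-dose screen; inactive = activation below 50%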;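 also: compound incubated with DTT at 0.8 mM final as the reducing agent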
# * marks the source's active call; other numbers are inactive results; . = no result given.
SMILES,S1P3 antagonist,TR-FRET SRC-2 ct,PPARg SRC-1 ag,TLR4 MyD88 comp,PPARg SRC2 recr,PPARg SRC3 recr,bIAP inhibitor,L major viab,ROMK primary,bIAP act,Redox H2O2 prof
Cc1c(C(=O)Nc2ccc(-n3cnnn3)cc2)oc2ccccc12,-35,1999*,4,1,1,10,14,6,.,0.9,0.3
CS(=O)(=O)Nc1ccccc1Oc1ccccc1,0,1377,-4,-14,0,1,-9,2,.,1.1,2.4
CC(C)NC(=O)c1cc2c(s1)CCCC2,.,1381,-4,-2,-14,-17,-11,24,-0.73,1.1,1.9
COc1ccc(-c2[nH]nc3oc(=O)c(CCO)c(C)c23)cc1,-1,1542,-2,-9,0,4,0,-5,0.22,1,0.1
S=c1[nH]ncn1/N=C/c1cccc(Oc2ccccc2)c1,.,1629,-7,8,9,-1,27,-12,2.4,0.7,0.1
Cc1ccc(C(=O)NNC(=S)Nc2cccc(Cl)c2Cl)cc1[N+](=O)[O-],.,1630,2,3,4,-7,2,-3,4.3*,1,0.2
Cc1ccc2nc(N(CCCN(C)C)C(=O)COc3ccc(Cl)cc3)sc2c1,0,1646,1,0,2,2,2,-2,0.24,1,0.1
Cn1nc(C(=O)NCCOc2ccccc2)c2ccccc2c1=O,3,1592,-3,-3,-8,5,4,-1,1.3,1,-0.3
COc1ccc(NC(=O)C2=C(C)NC(=S)NC2c2ccc(O)c(OC)c2)cc1 (stereo not drawn),-7,1571,2,-1,5,6,-5,-3,0.084,1.1,-1.2
Cc1nc2c([N+](=O)[O-])c(C)c(C)cc2[nH]1,-13,1448,15,0,5,0,-7,-2,-0.41,1.1,-1.2
CNC(=O)c1ccccc1NC(=O)c1c(O)c2c([nH]c1=O)CCCC2,.,1415,-3,11,-2,5,8,14,.,0.9,2.1
O=c1oc2c(CN3CCCCC3)c(O)ccc2c2c1CCCC2,.,1588,4,-7,9,-2,-14,7,-0.47,1.1,0.7
CCN(Cc1ccncc1)C(=O)c1cccs1,-36,1483,5,-11,2,-5,7,-5,0.32,0.9,-1.1
C/C(Cl)=C\Cn1c(N2CCCC2)nc2c1c(=O)[nH]c(=O)n2C,5,1381,2,1,0,-8,6,3,.,0.9,2.2
CCCCNS(=O)(=O)c1ccc2nc(-c3cccnc3)cc(C(=O)NC(C)CC)c2c1 (stereo not drawn),-14,1541,2,-4,9,5,-4,-5,0.55,1,-0.5
CCOc1ccccc1-n1c(SCC(N)=O)nnc1-c1ccco1,0,1618,2,-38,-3,-1,5,-1,-0.0041,0.9,0.1
CCOc1ccc(C(=O)Cc2cc(OC)c(OC)cc2[N+](=O)[O-])cc1,.,1647,2,-10,4,9,7,0,-0.43,0.9,-7.2
COc1ccc(NC(=O)COC(=O)[C@@H](NC(=O)c2c(F)cccc2F)C(C)C)cc1,-4,1624,7,-5,4,5,-1,2,0.45,1,-0.5
O=C(Cc1ccc(Br)cc1)N(Cc1ccccc1)c1ccccn1,-8,1603,0,-8,5,1,9,11,-0.56,0.9,0.6
Cc1cc(Sc2nc(NC(C)(C)C)nc(N3CCOCC3)n2)nc(Cl)n1,-7,1546,-2,-5,-14,3,15,47,0.44,0.9,0.2
NS(=O)(=O)c1ccc(Nc2nc(-c3ccccc3)cs2)cc1,.,1536,-1,9,10,4,18,81*,-1.4,0.8,-1.8
COc1ccccc1CCc1nnc(CCC(=O)NC(C)Cc2cccnc2)o1 (stereo not drawn),-19,1473,3,-3,-10,0,-8,0,0.44,1.1,-0.7
O=C(CSc1nc(C2CCCCC2)n(-c2ccccc2)n1)NCCN1C(=O)CSC1=O,-16,1556,9,1,-3,8,-18,-1,0.17,1.2,2.4
O=C(CCc1ccccc1)NN1C(=O)C2C3C=CC(O3)C2C1=O (stereo not drawn),-19,1531,1,-8,-1,-3,-5,4,0.42,1,-0.6
CCOC(=O)C1CCCN(c2ncnc3c2cnn3-c2cccc(C)c2)C1 (stereo not drawn),.,1571,2,11,-4,-2,-12,1,.,1.1,1.7
CC(C)CNC(=S)NC(=O)c1ccc(Cl)cc1Cl,17,1560,5,6,-4,-4,8,-6,.,0.9,0.5
CCOc1ccc(/C=N/OCC(=O)NCc2cccs2)cc1,-6,1623,7,3,-2,-1,19,-3,0.073,0.8,2.3
O=C(O)c1oc2ccccc2c1CN1CCN(c2ccccc2)CC1,-13,1404,7,3,3,1,5,-12,.,1,2.2
CCOc1ccc(N2Nc3n[nH]c(N)c3N2)cc1,.,1569,8,-20,2,5,1,13,0.029,1,1.0
CN1CCN(c2ccc(NC(=O)c3cccc(OCc4ccccc4)c3)cc2)CC1,2,1497,9,-7,7,-3,6,100*,-0.91,0.9,1.9
COCCCNC(=S)NNC(=S)Nc1ccc(F)cc1F,.,1503,-3,-7,-7,10,-40,-11,0.31,1.4,-0.1
COc1ccc2cc(Br)ccc2c1CC(=O)NC(C)(C)C,8,2017*,10,8,14,17,24,-1,0.021,0.8,0.1
COc1cc(/C=N/Nc2ccc(C)cc2)cc(Br)c1O,4,1745,0,-5,-8,1,-11,-21,0.2,1.1,-0.4
O=S(=O)(NC(=S)NC1CCCCC1)c1ccc(Br)cc1,-10,1569,3,-4,10,4,-2,-9,0.068,1,-0.2
Cn1cnnc1SCC(=O)Nc1ccc(F)cc1F,-15,1594,7,10,3,3,0,-1,-0.44,1,-0.7
CCOC(=O)C1=C(C)NC(=NC)SC1c1ccccc1 (stereo not drawn),-1,1392,-4,8,-1,0,7,1,0.88,0.9,-0.2
Cc1ncoc1C(=O)N1CCCC(C(=O)c2cccc3ccccc23)C1 (stereo not drawn),-9,1557,1,4,0,3,5,-6,.,1,-0.5
Cc1nn2c(-n3ccnc3C)c3c(nc2c1-c1ccccc1)CCC3,.,1536,-4,9,4,-4,-5,35,-0.03,1,0.1
COc1ccc(C2Nc3ccccc3C(=O)N2NC(C)=O)cc1OC (stereo not drawn),7,1711,6,-7,9,7,-3,-2,0.24,1,-0.1
O=C(CSc1ccccc1C(=O)O)NCc1ccco1,-11,1418,6,11,5,4,-3,-9,.,1,0.7
COc1ccccc1/C=C(/CC(=O)NCc1ccc2c(c1)OCO2)c1nc2ccccc2s1,0,1489,8,-5,4,2,8,93*,.,0.9,0.1
COc1ccc(/C=N/Nc2ncnc3c2[nH]c2ccccc23)c(OC)c1OC,-15,1630,-4,-8,8,3,8,66*,-0.029,0.9,0.0
O=C(c1ccccc1)N1CCN(c2nc3ccc([N+](=O)[O-])cc3s2)CC1,-8,1547,4,2,2,3,-20,3,-2.4,1.2,0.0
CN(Cc1ccccc1)C(=O)c1ccccc1Br,-14,1479,1,-6,-1,3,-1,-9,-2.8*,1,-0.4
COC(=O)c1ccccc1NC(=S)N1CCC(N2CCCCC2)CC1,5,1477,9,-4,-2,2,-7,73*,-0.75,1.1,0.0
c1ccc2c(c1)CCN(c1nc3cc4c(cc3s1)OCO4)C2,-7,1636,16,9,11,6,12,15,.,0.9,-1.8
Cc1cccc(C)c1NC(=O)C(C)c1ccc(-c2ccccc2)c(F)c1 (stereo not drawn),.,1458,-4,-8,-4,-8,25,100*,0.032,0.8,-1.6
CC(C)CCNC(=O)CN(Cc1ccc2c(c1)OCO2)C(=O)Cn1nnc(-c2cccs2)n1,-8,1514,0,6,2,12,-12,16,-3.1*,1.1,-0.1
CC(=O)c1ccc(NC(=O)CSc2nnc(Cc3cccn3C)n2-c2ccc(F)cc2)cc1,8,1651,4,10,-5,5,-10,6,.,1.1,-1.6
Cc1ccc(-c2[nH]nc3c2C(c2ccccc2OC(=O)N2CCOCC2)C(C#N)=C(N)O3)cc1 (stereo not drawn),-15,1605,-2,0,9,3,-1,7,.,1,-0.1
CCN1CCN(CC(O)COc2ccc(Cl)cc2)CC1 (stereo not drawn),.,1384,3,5,10,10,33,89*,-0.27,0.7,-0.1
COc1ccc(NC(=O)/C(C#N)=C/c2ccc(Sc3nncn3C)c([N+](=O)[O-])c2)cc1,0,1309,-2,-5,-4,9,-3,31,-6.5*,1,-0.3
Clc1ccc(-c2nc(Cc3ccccc3Cl)no2)cc1,.,1541,-8,12,5,-8,7,0,.,0.9,-0.2
O=C(NCCN1C(=O)S/C(=C\c2cccnc2)C1=O)c1cccc(OC(F)F)c1,-10,1755,2,-17,6,4,8,51*,-1.7,0.9,-0.1
CCOC(=O)c1c(NC(=S)NCCc2ccccc2)sc2c1CC(C(C)C)OC2 (stereo not drawn),4,1649,0,6,1,2,-25,-2,.,1.2,0.8
COC(=O)c1nc(N)sc1-c1ccc(OC)cc1,.,1590,6,2,6,13,9,-4,.,0.9,-5.5
Cc1cccc(N2CCN(C(=O)c3cnn4c(C(F)F)cc(-c5ccccc5)nc34)CC2)c1C,.,1632,-1,10,2,8,3,91*,.,1,-1.4
COc1cc2c3c(c1)C(C)CC(C)(C)N3C(=O)C2=O (stereo not drawn),-8,1605,3,13,6,8,2,0,3.4*,1,-0.7
CCN(CC)CCCN(Cc1cc2cc(OC)c(OC)cc2[nH]c1=O)C(=O)Nc1ccccc1,.,1441,4,6,2,-6,6,12,-0.21,0.9,0.8
CCOC(=O)C1CCCN(c2nc3ccccc3nc2C(C#N)C(=O)OC(C)C)C1 (stereo not drawn),4,1671,0,20,2,0,17,26,-0.046,0.8,0.4

# One compound at a time, as listed above:
# `COc1cc2c3c(c1)C(C)CC(C)(C)N3C(=O)C2=O` (stereo not drawn) is listed with S1P3 antagonist: -8; TR-FRET SRC-2 ct: 1605; PPARg SRC-1 ag: 3; TLR4 MyD88 comp: 13; PPARg SRC2 recr: 6; PPARg SRC3 recr: 8; bIAP inhibitor: 2; L major viab: 0; ROMK primary: 3.4*; bIAP act: 1; Redox H2O2 prof: -0.7
# `COC(=O)c1ccccc1NC(=S)N1CCC(N2CCCCC2)CC1` is listed with S1P3 antagonist: 5; TR-FRET SRC-2 ct: 1477; PPARg SRC-1 ag: 9; TLR4 MyD88 comp: -4; PPARg SRC2 recr: -2; PPARg SRC3 recr: 2; bIAP inhibitor: -7; L major viab: 73*; ROMK primary: -0.75; bIAP act: 1.1; Redox H2O2 prof: 0.0

# (continued)
SMILES,S1P3 antagonist,TR-FRET SRC-2 ct,PPARg SRC-1 ag,TLR4 MyD88 comp,PPARg SRC2 recr,PPARg SRC3 recr,bIAP inhibitor,L major viab,ROMK primary,bIAP act,Redox H2O2 prof
NC1=NC(=O)C2(COC(c3cccc([N+](=O)[O-])c3)OC2)S1 (stereo not drawn),-21,1506,5,-2,1,0,-13,4,0.29,1.1,-2.8
CC(=O)c1ccc(NC(=O)COc2ccc3c(c2)OCO3)cc1,-12,1459,-11,-15,0,-1,6,8,-0.27,0.9,-2.0
CCOC(=O)c1ccc(S(=O)(=O)NNC(=O)COc2cccc(C)c2)cc1,-5,1510,2,8,-2,8,7,-3,-0.87,0.9,-0.4
CCOc1cc(N2C(=O)CC3CS(=O)(=O)CC32)c(OCC)cc1NC(=O)c1ccccc1 (stereo not drawn),0,1733,5,-1,-2,5,-9,-8,-0.38,1.1,-0.7
COc1ccc(NC(=O)COc2ccc(C(=O)OCC(=O)N(C(C)C)C(C)C)cc2OC)cc1,-2,1631,5,-21,-1,4,-13,1,0.97,1.1,0.0
